TAG inh = inhibitors of triacylglycerol accumulation, primary screen, cell-based, uHTS, fluorescence, H9c2. H9c2 cells, Nile Red lipid (TAG) fluorescence; cells loaded with 200 µM oleic acid. inhibition, % at 12.5 µM. actives 0.66% (n = 230,000);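 active means pattern-corrected inhibition of lipid staining of at least 50% with the nuclear-stain viability signal not falling by more than 50%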;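 further: 0% = DMSO wells and 100% = triacsin C control wells; some results filed as inactive read as strong as hits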
TAG inh DAPI viability = second read-out of TAG inh, no call of its own (marks repeat the call); DAPI nuclei signal change (viability), lower = more cytotoxic, %;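 whole-well DAPI fluorescence read on a plate reader as a viability signal; minus 50 percent equals half of cells still viable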
Numbers without * were called inactive. These rows are one share of the data; count on the stated rates, not on these rows.

Values in the order – TAG inh	TAG inh DAPI viability
> CC(=O)OCC1OC(n2cc(F)c(=O)[nH]c2=O)C(OC(C)=O)C1OC(C)=O (stereo not drawn)
 : 22	-26
> CCOC(=O)CN(C#N)c1nc(C)cc(C)n1
 : -19	12
> O=C1CCC(C(=O)N(Cc2cccs2)C2(C(=O)NC3CCCCC3)CCCCC2)N1 (stereo not drawn)
 : 3	-6
> CC1(C)Cc2cccc(OCC(=O)OCC(=O)Nc3ccccc3)c2O1
 : 1	-5
> Cc1nc(SCC(=O)c2ccccc2)c([N+](=O)[O-])[nH]1
 : -37	11
> COc1ccccc1NC(=O)N1CCCC1C(=O)NCC1CCCO1 (stereo not drawn)
 : 3	1
> O=C(CNCc1cccs1)NC12CC3CC(CC(C3)C1)C2
 : 17	-9
> CCOc1ccccc1C(=O)Nc1ccc(C(=O)c2ccccc2)cc1
 : 6	0
> CC(=O)Nc1ccc(N2C(=O)CSC2c2cccc([N+](=O)[O-])c2)cc1 (stereo not drawn)
 : -8	0
> COC(=O)c1ccccc1NC(=O)Cn1cnc2c1c(=O)n(C)c(=O)n2C
 : -11	4
> CCn1c(SCC(=O)c2cc(C)n(-c3ccc(C(=O)OC)cc3)c2C)nnc1-c1cccnc1
 : 14	-6
> CCn1c(/C(C#N)=C(\O)CCc2ccccc2)nc2ccccc21
 : -165	8
> C[C@@H](NC(=O)/C(C#N)=C/c1ccc(O)c(O)c1)c1ccccc1
 : 7	-10
> Cc1cc(Sc2nnc(N)s2)c2ccccc2n1
 : 30	-24
> Cc1ccc(OC(=O)c2cncc(Br)c2)c(C)c1
 : 13	-8
> Cc1ccc(N/N=C(\C#N)C(=N)N2CCOCC2)cc1
 : -1	-9
> CCC1CCCCN1S(=O)(=O)c1ccccc1[N+](=O)[O-] (stereo not drawn)
 : 1	5
> CCCCCC(=O)Nc1cccc(C2=NOC3(C2)C[C@@H](C(N)=O)N(C(=O)c2cc([N+](=O)[O-])cc([N+](=O)[O-])c2)C3)c1 (stereo partly drawn)
 : 0	0
> CSCCC(NC(=O)c1ccccc1)C(=O)Nc1ccc(C)cc1 (stereo not drawn)
 : -12	6
> COc1cc(NC(=S)NN2CCN(C)CC2)cc(OC)c1OC
 : 4	-9
> Cc1c(NC(=O)CSc2ccc3c(c2)OCCO3)c(=O)n(-c2ccccc2)n1C
 : 31	-3
> c1csc(C(c2nnnn2C2CCCCC2)N2CCCC3(CCCCC3)C2)c1 (stereo not drawn)
 : 9	-6
> COc1ccc(N2C(=O)CC(c3cc(OC)c(OC)c(OC)c3)CC2=O)cc1
 : -1	1
> CCOC(=O)CC1(NC(=O)C2CCC(=O)N(Cc3ccccc3OC)C2)CCCCC1 (stereo not drawn)
 : 22	-1
> COc1cc(C(=O)COC(=O)C2CCN(c3ccc(C(F)(F)F)cn3)CC2)ccc1OC(F)F
 : 19	-9
> CCCCCC1CC(CC(=O)Nc2ccc([N+](=O)[O-])cc2)OC1=O (stereo not drawn)
 : -5	5
> CC(=O)c1ccc(NC(=O)CC2S/C(=N/N=C3CCCCCC3)NC2=O)cc1 (stereo not drawn)
 : -17	5
> COc1ccc(C2=C/C(=C\c3cccc(OC(C)=O)c3)C(=O)O2)cc1
 : -4	4
> CCOC(=O)c1ccc(NC(=O)c2ccc3c(c2)C(=O)N(CC2CCCO2)C3=O)cc1 (stereo not drawn)
 : -17	-7
> COc1cc(NC(=O)CSc2nnc3ccccn23)cc(OC)c1
 : 14	-4
> Cc1cc(C(=O)CSc2nn(-c3ccccc3)c(=S)s2)c(C)n1Cc1ccco1
 : -9	-1
> CN(NC(=O)c1ccccc1F)c1ccc([N+](=O)[O-])cn1
 : 10	-3
> Cc1cc(NC(=O)CSc2nc(=O)n3cccc(C)c3n2)no1
 : -7	4
> Cc1cc(S(=O)(=O)N2CCN(Cc3ccc4c(c3)OCO4)CC2)cc(C)c1N1CCCC1=O
 : -40	12
> CC(=O)Nc1cccc(-c2cc(NC(C)=O)c3ncc(-c4ccc(F)cc4)n3c2)c1
 : 40	-1
> Cc1cccc(C(=O)OCC(=O)c2ccc3c(c2)OCCO3)c1O
 : -17	7
> CCOC(=O)c1nnn2c1nc(Nc1cccc(C(F)(F)F)c1)c1ccccc12
 : 38	54
> COc1ccc(CNC(=O)C[C@H]2C[C@H](C(=O)N3CCCCC3)[C@@]3(CCc4ccccc4)c4[nH]c5ccc(Cl)cc5c4CCN3C2=O)cc1OC
 : 53*	-5.0*
> Cc1cc(C(=O)CCC(=O)NCc2ccccc2F)c(C)s1
 : 8	-2
> COc1ccc(-c2cc(-c3ccccc3)nc(NN)n2)cc1OC
 : 17	6
> O=C(CCCN1C(=O)NC2(CCCC2)C1=O)NCc1ccccc1
 : -3	0
> COc1ccc(CCC(C)NCC(C)c2ccccc2)cc1 (stereo not drawn)
 : 17	-8
> COc1cccc(OC)c1OCCCOc1c(OC)cccc1OC
 : -46	13
> CC1(C(=O)NCc2cccnc2)CCN1C(=O)c1cccc(F)c1 (stereo not drawn)
 : 15	-8
> CC(C)CN(C(=O)CCCc1nc2ccccc2c(=O)[nH]1)c1c(N)n(Cc2ccccc2)c(=O)[nH]c1=O
 : -9	-3
> O=[N+]([O-])c1ccc(-c2csc(COc3ccccc3)n2)cc1
 : -15	4
> Nc1nc(Nc2ccc(Cl)cc2)nc(NCc2ccco2)c1[N+](=O)[O-]
 : 18	1
> C[C@H](CO)N1C[C@H](C)[C@@H](CN(C)C(=O)Nc2ccc3c(c2)OCO3)Oc2c(NC(=O)C3CCCCC3)cccc2C1=O
 : 14	-3
> O=C(CN1c2ccccc2Sc2ccccc21)NNC(=S)Nc1ccc(Cl)cc1Cl
 : -13	6
> COc1ccccc1CNC(=O)C1CCC(CNc2c(N3CCOCC3)c(=O)c2=O)CC1 (stereo not drawn)
 : -19	4
> COc1ccccc1-c1nc(C#N)c(N2CCC(Cc3ccccc3)CC2)o1
 : -6	-3
> COc1cccc(OC)c1CC1SC(=O)NC1=O (stereo not drawn)
 : 15	-6
> CCOC(=O)c1ccc(NC(=O)Cn2c(-c3nonc3N)nc3ccccc32)cc1
 : 21	-24
> O=C1c2ccccc2C(Nc2cccnc2)N1Cc1ccccc1 (stereo not drawn)
 : 14	1
> COc1ccc(NC(=S)N2CCN(S(=O)(=O)c3ccc(F)cc3)CC2)cc1
 : 16	-3
> Cn1ccnc1SCC(=O)c1ccc(O)cc1
 : 4	4
> Cc1ccc(S(=O)(=O)N2CCOCC2)cc1NC(=O)CN1CCN(C)CC1
 : 12	-7
> Oc1cccc(-c2nnc(-c3cccc(O)c3)nn2)c1
 : -4	4
> CCCC(=O)Nc1ccc2nn(-c3ccc(OC)cc3)nc2c1
 : 3	54
> COC(=O)[C@H](Cc1ccccc1)NCCCn1cnc(C(=O)Nc2ccc(C)c(C)c2)n1
 : -7	-3

Record cards, as listed above. Order of values: TAG inh, TAG inh DAPI viability
Listed for `O=[N+]([O-])c1ccc(-c2csc(COc3ccccc3)n2)cc1` = -15, 4
Listed for `COc1cccc(OC)c1CC1SC(=O)NC1=O` (stereo not drawn) = 15, -6
Listed for `Cc1cc(S(=O)(=O)N2CCN(Cc3ccc4c(c3)OCO4)CC2)cc(C)c1N1CCCC1=O` = -40, 12

Further structures follow.
Values in the order – TAG inh	TAG inh DAPI viability
> O=C(COC(=O)c1cc(S(=O)(=O)N2CCCCC2)ccc1N1CCOCC1)c1ccccc1Cl
 : 0	-9
> CCN1CCN(CC(O)COc2ccc3c(c2)CCC3)CC1 (stereo not drawn)
 : -7	12
> Clc1ccccc1N=C1NN=C(c2cccs2)CS1
 : -22	-9
> CC1(c2nnc(-c3ccncc3)o2)CC(c2ccccc2)=NO1 (stereo not drawn)
 : 2	3
> O=c1ccn(CCOc2ccc(Cl)cc2)c(=O)[nH]1
 : 1	-4
> CC(C)(C)C1CCC(=NNC(=O)C(=O)NCc2ccco2)CC1 (stereo not drawn)
 : 9	-3
> COC(=O)c1[nH]c2ccc(F)cc2c1NC(=O)CCN1CC(C)OC(C)C1 (stereo not drawn)
 : 1	-1
> COC(=O)c1ccccc1NC(=O)CN1CCCCCC1
 : 13	-19
> O=C(Nc1ccc(Cl)c(Cl)c1)Nc1ccccc1NS(=O)(=O)c1cccs1
 : -6	7
> C=CCN(c1ccc(C(N)=O)cc1)S(C)(=O)=O
 : -18	10
> CCCNC(=O)C1(C)CCCN(C(=O)c2cccc(OC(F)(F)F)c2)C1 (stereo not drawn)
 : -5	1
> CCCCCCC(NC(=O)c1ccc(C)cc1)C(=O)O (stereo not drawn)
 : 6	2
> O=C(c1ccccc1)c1ccc[nH]1
 : 5	-2
> C=CCN=C(NC#N)SCc1ccccc1Cl
 : -11	1
> CCCC(=O)Nc1ccc(Br)c(Cl)c1
 : -11	6
> O=S(=O)(c1ccccc1F)N1CCN(CCOc2ccccc2)CC1
 : -11	0
> CC(=O)c1ccc2c(c1)c1ccccc1n2CC(C)C
 : -8	18
> C1=C(c2ccccc2)Nc2nnnn2C1
 : -4	9
> Fc1ccc(CNn2cnnc2SCc2ccc(F)cc2)cc1
 : -4	16
> CCOc1ccc(Nc2cc(C)nc(-n3nc(C)cc3C)n2)cc1
 : -14	-20
> O=C(Nc1cccc(Oc2ccc3c(c2)C(=O)NC3=O)c1)c1cccs1
 : -14	11
> Cn1cccc1C(C#N)c1ccccc1C#N (stereo not drawn)
 : -7	-7
> O=C(NC1=NCCS1)C1CC(=O)N(c2ccc(F)cc2)C1 (stereo not drawn)
 : -18	9
> O=C(NCc1ccc2c(c1)OCO2)c1ccc(COc2cccc(Cl)c2)o1
 : -10	-1
> Cc1cc(F)ccc1-c1cc(C(=O)NC2CCCCC2)[nH]n1
 : -4	-4
> O=C(c1ccsc1)N1CCCC(N2CCN(c3cccc(C(F)(F)F)c3)CC2)C1 (stereo not drawn)
 : -13	-5
> O=C(Nc1ccccc1)c1nc[nH]c1C(=O)NCCN(CCNC(=O)c1[nH]cnc1C(=O)Nc1ccccc1)CCNC(=O)c1[nH]cnc1C(=O)Nc1ccccc1
 : 116	-62
> CCO[C@H]1OC(C(=O)N2CCN(Cc3ccccc3)CC2)=C[C@@H](c2coc3ccccc3c2=O)[C@@H]1CCCO
 : 5	-17
> COc1cc(C(=O)NC2CC3CCCC(C2)N3Cc2ccccc2)cc(OC)c1OC (stereo not drawn)
 : 1	2
> COc1ccc(CC(=O)NCC2(c3ccc(OC)c(OC)c3)CCCC2)cc1
 : -19	11

Pulled one by one from the entries so far (3):
Values in the order – TAG inh	TAG inh DAPI viability
> CCN1CCN(CC(O)COc2ccc3c(c2)CCC3)CC1 (stereo not drawn)
 : -7	12
> Cc1cc(F)ccc1-c1cc(C(=O)NC2CCCCC2)[nH]n1
 : -4	-4
> CCCNC(=O)C1(C)CCCN(C(=O)c2cccc(OC(F)(F)F)c2)C1 (stereo not drawn)
 : -5	1

Looked up above:
TAG inh, `CCOc1ccc(Nc2cc(C)nc(-n3nc(C)cc3C)n2)cc1` → -14
TAG inh DAPI viability, `COC(=O)c1ccccc1NC(=O)CN1CCCCCC1` → -19
TAG inh, `CCCC(=O)Nc1ccc(Br)c(Cl)c1` → -11

(listing goes on)
Values in the order – TAG inh	TAG inh DAPI viability
> CCC(=O)N1CCCc2cc(S(=O)(=O)N3CCN(c4ccccc4F)CC3)ccc21
 : -13	1
> COC(=O)Cn1c(=NC(=O)c2ccc(S(=O)(=O)N3CCOCC3)cc2)sc2cc(S(N)(=O)=O)ccc21
 : 26	-2
> CN(C)S(=O)(=O)c1ccc(=S)[nH]c1
 : 6	-4
> CC(=O)c1cccc(CN2CCCC(CCC(=O)NCc3ccc(C)o3)C2)c1 (stereo not drawn)
 : 6	9
> CCc1nc2ccc(C(=O)NC3CCN(Cc4ccccc4)CC3)cn2c1N(CC)Cc1cccc(Br)c1
 : 41	-6
> CCC(C(=O)NCc1ccco1)N(C(=O)CNS(=O)(=O)c1ccccc1)c1ccccc1C (stereo not drawn)
 : 9	-4
> O=C(CN1c2cccc3cccc(c23)S1(=O)=O)NC1CCCCC1
 : -9	0
> CCc1occc(=O)c1Oc1cc(NN2CCCCC2)c([N+](=O)[O-])cc1[N+](=O)[O-]
 : -17	6
> N#CCN1CCC2(O)CCCCC2C1c1ccc2c(c1)OCO2 (stereo not drawn)
 : 9	-7
> Cn1c(=O)[nH]c(=O)c2c1nc(NCCCn1ccnc1)n2Cc1ccc(F)cc1
 : -1	1
> CSc1ccccc1C(=O)Nc1ccccc1C(=O)NC(C)C
 : -3	-4
> C[C@@]12C(=O)N(Cc3ccc(Cl)cc3)CC(=O)N1[C@H]1c3ccccc3OC[C@@H]1[C@@H]2c1ccccc1
 : -8	-1
> COc1ccc(OC)c(NC(=O)N2CCCc3ccccc32)c1
 : 3	-2
> C=C(C)Cn1c(CCCNC(=O)CCC)nc2ccccc21
 : -14	5
> CCCN(C(=O)COc1ccc(C(C)=O)cc1OC)C1CCS(=O)(=O)C1 (stereo not drawn)
 : 2	7
> O=C(CCc1c[nH]c2ccccc12)NCC(=O)Nc1ccc(F)c(F)c1F
 : -1	2
> O=C(N1CCN(c2ncccn2)CC1)C12CC3CC(CC(C3)C1)C2
 : 1	1
> O=C(c1ccc2nc[nH]c2c1)N1CCN(S(=O)(=O)c2cccc(Cl)c2)CC1
 : -2	-1
> CCC(C)(C)NC(=O)c1cc(S(=O)(=O)N2CCc3ccccc32)cn1C
 : -38	30
> NC(=O)c1ccc(NC(=O)COC(=O)/C=C/c2ccc(Br)o2)cc1
 : -1	-1
> CN(Cc1ccccc1)S(=O)(=O)c1ccc2c(c1)OCCO2
 : -129	-8
> Cn1c(=O)oc2cc(S(=O)(=O)N3CCCc4ccccc43)ccc21
 : 17	-18
> CCCCOCCCNC(=O)c1ccc(OC)cc1
 : -7	7
> C=CCn1c(=O)n(CCC#N)c(=O)n(CCC#N)c1=O
 : 12	-3
> CCOC(=O)C1=C(COC(=O)CNC(=O)c2ccccc2F)NC(=O)NC1C (stereo not drawn)
 : -12	-4
> N#C/C(=C\c1ccc([N+](=O)[O-])o1)C(=O)Nc1ccc(F)cc1
 : 48	-37
> CC1(C)CCc2nc(SCc3ccccc3)c(C#N)cc2C1
 : -6	10
> CC(C)(C)OC(=O)NCCCC[C@H](NC(=O)c1nc[nH]c1C(=O)NCc1ccccc1)C(=O)OC(C)(C)C
 : -7	-6

Assay outcomes (PubChem BioAssay)
